BAZ2B block: BAZ2B (human) inhibition; Q9UIF8; AlphaScreen BAZ2B-H3K14Ac peptide displacement; Potency, µM (series often up to 114 µM), without a hit: top-dose activity change, negative = inhibition, most hits filed as inhibitors; 360,000 tested, 4.4% active; AID 504333; note: % is set by controls: 0 for no effect and ±100 for the full control effect; nearly all actives have a fitted effect of over 60% in size
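Multi-concentration screen (max 110 uM) measuring displacement of acetylated histone H3 peptide from BAZ2B by AlphaScreen, using 50 nM protein, 50 nM peptide and 10 ug/mL streptavidin donor plus Ni-chelate acceptor beads.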
BLM inh: blocks DNA unwinding by human BLM helicase. 350,000 tested, 0.2% active. recombinant BLM DNA unwinding, fluorescence dequenching. P54132. Potency, µM (top dose mostly 56.1 µM), for the others: at the top dose activity change, negative = inhibition, usual class: inhibitors;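 note: plate controls were vehicle for no effect and no enzyme for full effect; nearly all actives have a fitted effect of over 35% in size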
G9a inh: G9a (human) methyltransferase inhibition; Q96KQ7; G9a H3K9 monomethylation, AlphaScreen, 2 h; Potency, µM (doses to about 102 µM), inactives show at the highest dose activity, negative = inhibition, usual class: inhibitors; 350,000 tested, 8.8% active; AID 504332; note: % is set by controls: 0 for no effect and ±100 for the full control effect; nearly all actives have a fitted effect of over 75% in size
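Chemiluminescent proximity detection of H3K9 monomethylation, read after 10 min bead incubation in the dark. Reaction: 20 nM G9a, 500 nM biotin-H3K9 peptide, 20 uM SAM cofactor, 2 h, room temperature, following 15 min enzyme-compound preincubation.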
JMJD2A Tudor inh: JMJD2A Tudor domain (human) inhibition. 390,000 tested, 4.4% active. AID 504339. AlphaScreen JMJD2A-Tudor / H3K4me3 peptide binding. Potency, µM (series often up to 114 µM), without a hit: top-dose activity change, negative = inhibition, most hits filed as inhibitors; note: % is set by controls: 0 for no effect and ±100 for the full control effect; nearly all actives have a fitted effect of over 50% in size
POLI inh: DNA polymerase iota (human) inhibition; Q9UNA4; Pol iota fluorescent replication assay, 10 min; Potency, µM (top dose mostly 115 µM), inactives show top-dose activity, negative = inhibition, hits mostly inhibitors; 390,000 tested, 1% active; AID 588590
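Fluorescent replication assay read twice, at 0 min and 10 min after adding 50 nM (final) substrate. Enzyme (10 nM) and compounds were first incubated 15 min at room temperature; enzyme-free buffer wells were negative controls.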
POLH inh: blocks human DNA polymerase eta activity | Potency, µM (titrated, usually from 114 µM), without a hit: at the highest dose activity change, negative = inhibition, hits mostly inhibitors | 390,000 tested, 1.2% active | recombinant Pol eta, fluorescent DNA replication assay; note: % is set by controls: 0 for no effect and ±100 for the full control effect
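Fluorescent replication assay: 50 nM final substrate added after a 15 min room-temperature compound preincubation with 10 nM enzyme. Signal taken at 0 min and again at 10 min.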
APEX1 inh: inhibitors of human APE1 endonuclease | recombinant APE1, TAMRA/BHQ-2 abasic DNA cleavage fluorescence | Potency, µM (titrated, usually from 65.8 µM), for inactives: at the highest dose activity change, negative = inhibition, hits mostly inhibitors | 350,000 tested, 0.35% active | AID 2517;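 note: plate controls were vehicle for no effect and reference inhibitor for full effect; nearly all actives have a fitted effect of over 55% in size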
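Step 1: APE1 (0.75 nM) with compound, 15 min RT. Step 2: add 50 nM fluorophore/quencher THF duplex. Step 3: three fluorescence reads 60 s apart (525/598 nm); read 3 minus read 1 = reaction progress.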
Pol kappa inh: inhibitors of human DNA polymerase kappa. Q9UBT6. purified Pol kappa, fluorescent DNA synthesis assay, 10 min. Potency, µM (titrated, usually from 107 µM), for the others: top-dose activity, negative = inhibition, usual class: inhibitors. 400,000 tested, 0.53% active. AID 588579; note: % is set by controls: 0 for no effect and ±100 for the full control effect
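Here, compound and 10 nM enzyme are combined for 15 min at room temperature; adding 50 nM substrate (final) starts DNA synthesis, tracked by fluorescence at 0 and 10 min against buffer-only wells.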
POLB inh: blocks human DNA polymerase beta activity. AID 485314. 340,000 tested, 1.3% active. P06746. Potency, µM (highest dose often 114 µM), without a hit: top-dose activity change, negative = inhibition, usual class: inhibitors. Pol beta primer extension/strand displacement, fluorescence kinetic; note: % is set by controls: 0 for no effect and ±100 for the full control effect
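Pol beta (10 nM) was preincubated with compound for 15 min at room temperature. The reaction was then started with 50 nM substrate and read immediately and after a further 10 min at room temperature.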
Starred values were filed as active, the others as inactive; ? = inconclusive; . = not tested or not shown; & = joins results of further samples; [ ] = dose if it differs, or a comment. Calls come from the whole dose curve; as a rule, active = well fitted curve in the direction sought with a large enough effect; inconclusive = small, poorly fitted or top-dose-only effect, or another doubt; inactive = no such curve, though single readings can be large; an effect the other way counts as inactive or inconclusive. Potency is the fitted concentration of half-maximal effect. Not all compounds are listed. The share of hits here may be higher or lower than overall.

compound	Pol kappa inh	JMJD2A Tudor inh	BAZ2B block	POLI inh	G9a inh	POLH inh	BLM inh	POLB inh	APEX1 inh
CC(C)NS(=O)(=O)c1ccc(OCC(=O)N2CCc3ccccc3C2)cc1	-4.1%	-9.7%	-32.4%	22.3%	5.0%	-4.7%	1.2%	3.1%	-4.1%
Cc1ccc(Cn2cc(/C=C/C(=O)O)c(-c3ccccc3)n2)cc1	-13.9%	-14.3%	-28.2%	10.1%	-3.4%[59 µM]	-13.0%	1.5%	-0.6%	-0.1%
Cc1ccc(NC(=S)N2CCCCC2CO)cc1C (stereo not given)	-6.0%	-13.0%	-1.8%	115.3%[activator]	.	-3.8%	-2.8%	2.5%	2.3%
Cc1ccc(NC(=S)NCc2ccccc2)cc1[N+](=O)[O-]	-26.1%	-20.1%	-38.1%	-13.6%	14.3%[59 µM]	-18.6%	-5.5%	5.7%	3.3%
Cc1ccc(-n2c(C)nc3c(cnn3-c3ccccc3Cl)c2=O)cc1C	5.3%	-22.1%	-5.0%	20.6%	-13.8%	-3.9%	-3.4%	3.8%	-5.3%
Cc1nc2ccc(S(=O)(=O)CCC(=O)Nc3ccc(C(C)C)cc3)cc2s1	-20.6%	-17.6%	-12.7%	-0.8%	-4.2%[59 µM]	1.0%	-2.9%	3.3%	.
COc1ccc(C(=O)N(Cc2nc(-c3ccc(C)cc3)no2)C2CCCCC2)cc1OC	-16.8%	-19.6%	-9.7%	-7.0%	-0.6%[12.7 µM]	-11.3%	-16.8%	0.1%	-0.5%
Nc1nc(SCc2c(Cl)cccc2Cl)n[nH]1	-21.0%	-23.0%	11.2%	-0.8%	-14.9%	-0.2%	-1.8%	11.3%	20.1%
O=C(c1ccc(S(=O)(=O)N2CCC(c3nc4ccccc4[nH]3)CC2)cc1)N1CCOCC1	-2.6%	28.2µM*	?	?	7.94µM*	-15.2%	0.9%	-0.4%	?
C/C(=N\NC(=O)c1c(Cl)cnn1C)c1ccc(NC(=O)c2ccncc2)cc1	-1.7%	-3.8%	-0.4%	77.5%[activator]	-3.3%[59 µM]	-1.1%	-2.1%	-0.4%	3.1%
CCOc1ccc(-c2cc(CCCC(=O)N3CCN(c4ccc(OC)cc4)CC3)no2)cc1	0.0%	-14.6%	7.9%	31.1%[activator]	?	-0.9%	-4.9%	-2.9%	3.5%
CC1=C(C(=O)OC(C)C)C(c2ccc3c(c2)OCO3)NC(=O)N1 (stereo not given)	-13.7%	-13.2%	1.1%	21.4%	20.2%	-14.1%	-2.2%	32.5%	41.8%
COc1ccccc1N1CCN(C(=O)C(=O)c2cn(CC(=O)N3CCCC3)c3ccccc23)CC1	1.5%	-13.8%	-29.4%	-26.4%	14.1%	10.2%	-4.1%	-10.6%	49.4%[activator]
O=C(CN1C(=O)S/C(=C\c2cccs2)C1=O)Nc1ccc(O)cc1C(=O)O	-29.6%	-18.5%	?	?	-19.5%[0.501 µM]	?	-2.5%	-6.1%	-18.2%
CCN(CC(=O)Nc1c(F)cccc1F)C(=O)c1cc([N+](=O)[O-])ccc1N1CCCCC1	-10.4%	-20.3%	-6.7%	19.2%	14.1µM*	-14.4%	.	.	25.1%
C#CCn1c(/C=C/c2ccc(Cl)cc2)nc2ccccc21	-4.3%	104.0%[activator]	112.2%[activator]	-4.0%	161.0%[activator][59 µM]	-13.7%	-9.2%	10.3%	.
Cn1nnnc1SCC1=C(C(=O)O)N2C(=O)C(NC(=O)C(O)c3ccccc3)C2SC1 (stereo not given)	?	.	.	.	-34.4%[2.33 µM]	.	-7.7%	.	-1.4%
N#CCCn1c(=O)c(-c2ccc(Cl)cc2)nc2cnc(Nc3ccccc3)nc21	0.8%[60.1 µM]	.	.	.	8.1%[0.501 µM]	.	0.1%	.	18.0%
Cc1cc2nsnc2c(S(=O)(=O)N2CCN(C)CC2)c1C	3.3%	3.5%	4.1%	21.0%	24.1%	-9.0%	3.4%	42.9%	-9.3%
O=C(NC1CCCCC1)c1ccc2c(c1)S(=O)(=O)c1ccccc1C2=O	-17.9%	-10.1%	.	16.4%	.	-12.2%	.	.	.
CSc1nc2c(ccc3ccccc32)o1	-9.6%	-4.6%[57.1 µM]	47.1%[activator]	19.1%	13.2%[59 µM]	-4.9%	6.1%	-6.6%	18.1%
Cc1ccc(O)c(C(=O)c2cnc3c(c2)CN(C)C(=O)N3)c1	-7.3%	-16.1%	-8.1%	14.5%	?	0.4%	-1.0%	-18.7%	-0.9%
COc1ccc(CC(=O)OCC(=O)N2CCCC(C)C2)cc1 (stereo not given)	-17.8%	-13.0%	9.1%	8.4%	-9.9%	0.0%	-1.5%	44.9%	10.8%
CCN(CC)CCCNC(=O)c1oc2ccc3c(c2c1C)C(O)CC(C)(C)O3 (stereo not given)	5.9%	-6.4%	0.8%	-8.1%	-8.2%	-7.3%	-1.2%	3.0%	25.7%
CCCP(=O)(CCC)CCP(=O)(c1ccccc1)c1ccccc1	2.9%	0.7%	0.5%	13.4%	-16.3%	-2.9%	1.6%	32.0%[57.1 µM]	0.4%
O=C(Nc1ccccc1)OC1CCS(=O)(=O)C1 (stereo not given)	-4.5%	10.3%	-4.2%	16.0%	-8.7%[59 µM]	-10.9%	-0.9%	26.7%	-1.2%
CCN(c1cc(C)cc(C)c1)S(=O)(=O)c1nnc(NC(=O)C(C)C)s1	2.9%	-7.0%	3.6%	6.5%	26.4%	-11.6%	-1.8%	43.0%	5.2%
Cc1ccc(C)n1-c1ccc(C(=O)O)cc1	.	.	12.6µM*	.	8.91µM*	.	49.4%[activator]	3.16µM*	14.1µM*
N#Cc1cc(Oc2cccc3cccnc23)c(-n2nnc3ccccc32)cc1C#N	-2.8%	-5.8%	-4.4%	?	?	-14.9%	-0.1%	3.2%	12.6%
Cc1nc(=O)c(-c2ccccc2)c(C)n1-c1ccc(S(N)(=O)=O)cc1	0.1%	-2.4%	22.2%	10.8%	-42.3%[2.33 µM]	-0.9%	4.1%	-3.8%	-9.9%

For reference, two of the compounds above.
compound	Pol kappa inh	JMJD2A Tudor inh	BAZ2B block	POLI inh	G9a inh	POLH inh	BLM inh	POLB inh	APEX1 inh
N#Cc1cc(Oc2cccc3cccnc23)c(-n2nnc3ccccc32)cc1C#N	-2.8%	-5.8%	-4.4%	?	?	-14.9%	-0.1%	3.2%	12.6%
Cc1nc(=O)c(-c2ccccc2)c(C)n1-c1ccc(S(N)(=O)=O)cc1	0.1%	-2.4%	22.2%	10.8%	-42.3%[2.33 µM]	-0.9%	4.1%	-3.8%	-9.9%

(list continues)
compound	Pol kappa inh	JMJD2A Tudor inh	BAZ2B block	POLI inh	G9a inh	POLH inh	BLM inh	POLB inh	APEX1 inh
COc1ccc(NC(=O)/C(=C\c2ccc(OC)c(OC)c2)NC(=O)c2ccco2)cc1	-8.4%	-15.1%	-13.0%	23.0%	21.6%	?	-5.5%	21.9%	9.1%
S=C(Nc1cccc2ccccc12)N1CCN(c2ncccn2)CC1	-2.8%	-19.9%	-6.8%	16.8%	?	-0.6%	-14.6%	12.3%	-1.4%
CCCN1C(=O)C(O)(C2COC(C)(C)CC2=O)c2ccccc21 (stereo not given)	2.8%	-35.3%	1.7%	74.5%[activator]	11.8%	-12.2%	-0.5%	-25.1%	-1.9%
CCC(=O)c1ccc(OCc2ccc(C#N)cc2)cc1	-9.7%	-2.3%[11.4 µM]	-11.7%	68.3%[activator]	-30.7%	-2.1%	-2.6%	17.1%	-3.0%
COc1ccc(-c2csc(NC(=O)CS(=O)(=O)c3ccccc3)n2)cc1	-9.5%	-27.2%	-10.1%	32.8%[activator]	44.7µM*	-24.0%	.	.	-3.9%
CCCCNC(=O)CCNC(=O)c1ccc(C(C)(C)C)cc1	-3.5%	4.2%	-3.2%	19.5%	-0.9%	-15.9%	-2.3%	-0.9%	0.9%
Cc1ccc(NC(=O)N2CCN(C(=O)C3CCCO3)CC2)cc1 (stereo not given)	-13.9%	-14.2%	-3.9%	3.1%	.	5.3%	-0.4%	27.3%	15.3%
Cc1ccccc1Cc1c(C)nc2nc(SCC(=O)NCCc3ccc(Cl)cc3)nn2c1C	2.7%	-16.4%	-16.5%	5.9%	-30.8%[59 µM]	-18.1%	-2.5%	8.6%	.
Cc1cc(C(F)(F)F)nn1CC(=O)Nc1ccc(Br)c2cccnc12	3.9%	0.0%	9.9%	1.4%	-2.9%[59 µM]	-12.9%	-1.2%	-0.8%	4.0%
CCOC(=O)c1[nH]c(C)c(C(=O)OCC(=O)NC2CCS(=O)(=O)C2)c1C (stereo not given)	1.6%	-14.7%	1.3%	10.5%	0.2%	-0.3%	-5.4%	7.6%	1.5%
Cc1ccc2c(CN(C)Cc3cccc(F)c3)cc(=O)oc2c1	-5.5%	56.9%[activator]	40.5%[activator]	32.5%[activator]	-1.7%[2.33 µM]	-14.7%	-7.8%	-23.9%	29.2%
CCN(CC)CCOC(=O)C(Cc1cccc2ccccc12)CC1CCCO1 (stereo not given)	-12.4%&-10.3%[60.1 µM]	20µM*	50.1µM*	?	-21.6%	0.3%	-7.3%&-1.1%	31.6%	5.2%
Cc1ccc(S(=O)c2ccc(C)cc2)cc1	-8.4%	-4.5%	.	9.9%	-6.6%[59 µM]	-11.0%	0.8%	12.9%	-3.2%
CCCCC(=O)N1CCCC(C)C1 (stereo not given)	4.9%	-4.8%	-30.4%	47.6%[activator]	-17.7%	-16.8%	-0.4%	33.6%[activator]	5.0%
Cc1nn(C(=O)N2CCOCC2)c(C)c1CN1C(=O)c2ccccc2C1=O	-23.8%	6.7%	.	-2.6%	.	-6.5%	.	.	.
CC1CCCN(C(=O)NC2CC(=O)N(c3ccc4c(c3)OCCO4)C2)C1 (stereo not given)	-10.7%	-3.4%	8.4%	17.3%	-8.8%	-7.6%	.	.	14.5%

High-throughput results (PubChem)
